# High-throughput results as filed in PubChem BioAssay.
# NR5A2 inv ag: LRH-1 (NR5A2) inverse agonists, primary screen, cell-based, luminescence, HEK293T, StAR-luciferase reporter; Nuclear receptor subfamily 5 group A member 2 (Homo sapiens), O00482; LRH-1 transfected, 24 h; inhibition, % at 3.6 µM; 0.13% of 360,000 active; AID 602396, 2012;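 active = inhibition above the mean inhibition of all tested compounds plus 3 SD, cut at about 73% in these data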;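 note: 0% = DMSO wells and 100% = reporter-only cells lacking LRH-1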
# Target sequence (O00482 whole entry, looked up): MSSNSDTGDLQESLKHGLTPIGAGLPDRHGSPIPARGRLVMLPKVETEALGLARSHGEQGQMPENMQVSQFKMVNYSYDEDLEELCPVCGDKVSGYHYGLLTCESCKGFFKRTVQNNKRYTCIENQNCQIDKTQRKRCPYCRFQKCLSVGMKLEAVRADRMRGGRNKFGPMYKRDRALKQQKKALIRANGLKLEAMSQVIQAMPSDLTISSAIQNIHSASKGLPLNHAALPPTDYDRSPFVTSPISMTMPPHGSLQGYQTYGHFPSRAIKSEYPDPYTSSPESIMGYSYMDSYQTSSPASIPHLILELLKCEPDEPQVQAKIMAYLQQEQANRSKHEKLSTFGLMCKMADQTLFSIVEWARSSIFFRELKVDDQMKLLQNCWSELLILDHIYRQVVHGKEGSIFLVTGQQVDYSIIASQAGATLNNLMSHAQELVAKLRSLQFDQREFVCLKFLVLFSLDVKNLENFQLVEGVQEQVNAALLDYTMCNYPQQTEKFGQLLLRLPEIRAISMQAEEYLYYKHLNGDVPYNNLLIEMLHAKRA
# TRAIL sens C8: viability loss with TRAIL in NB7+C8 cells, primary screen, TRAIL sensitizer project, cell-based, ATPlite luminescence | inhibition (viability loss, TRAIL sensitization), % at 10 µM | 1% of 360,000 active;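 active = compounds causing at least 50% loss of cell viability in the single-dose screen, relative to plate controls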
# SRC3 inh: SRC3 coactivator transcriptional activity inhibitors, primary screen, cell-based, luminescence. HEK293 GAL4-SRC3 luciferase reporter. inhibition, % at 3.6 µM. 0.17% of 360,000 active. AID 588352, 2011;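 active = inhibition above a per-campaign cutoff, the mean of all compounds plus 3 SD, cut at about 60% in these data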;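 note: 0% = DMSO-treated cells and 100% = gossypol-treated cells at 36 µM; higher means less SRC3-driven luciferase light from the GAL4 reporter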
# EBV LMP1 NFkB: EBV LMP1-driven NF-kappaB luciferase reporter inhibitors, primary screen, cell-based, luminescence, single point; LMP1-induced NF-kappaB luciferase reporter cells; inhibition, % at 12.5 µM; 0.69% of 350,000 active; AID 504558, 2011; in the data active = inhibition above about 41%;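 note: 0% = neutral control wells and 100% = reference inhibitor control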
# NCOA1 inh: SRC1 coactivator transcriptional activity inhibitors, primary screen, cell-based, luminescence; Nuclear receptor coactivator 1 (Homo sapiens), Q15788; HEK293 GAL4-SRC1 luciferase reporter; inhibition, % at 3.6 µM; 0.12% of 360,000 active; AID 588354, 2011;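 active = inhibition above the campaign mean plus 3 SD, with each screening campaign given its own cutoff, cut at about 60% in these data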;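 note: 0% = DMSO treated cells and 100% = gossypol at 36 µM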
# TWEAK-Fn14 inh: inhibitors of TWEAK-Fn14 signaling, primary screen, luciferase reporter cells, uHTS | TWEAK-stimulated Fn14 reporter cells, luciferase luminescence, 8 h | inhibition, % at 10 µM | 2% of 360,000 active; in the data active = inhibition above about 50%
# COUP-TFII inh: NR2F2 transcriptional activity inhibitors, primary screen, cell-based, luciferase reporter, HEK293T, luminescence; COUP transcription factor 2 (Homo sapiens), P24468; HEK293T NGFI-A luciferase reporter; inhibition, % at 8.6 µM; 0.7% of 370,000 active; AID 686940, 2013;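 active = inhibition above a per-plate cutoff, mean inhibition of test wells between control levels plus 3 SD, cut at about 38% in these data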;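 note: cells cotransfected with COUP-TFII expression vector driving the NGFI-A reporter; 0% = median of COUP-TF2 test wells and 100% = reporter-only cells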
# Target sequence (P24468 whole entry, looked up): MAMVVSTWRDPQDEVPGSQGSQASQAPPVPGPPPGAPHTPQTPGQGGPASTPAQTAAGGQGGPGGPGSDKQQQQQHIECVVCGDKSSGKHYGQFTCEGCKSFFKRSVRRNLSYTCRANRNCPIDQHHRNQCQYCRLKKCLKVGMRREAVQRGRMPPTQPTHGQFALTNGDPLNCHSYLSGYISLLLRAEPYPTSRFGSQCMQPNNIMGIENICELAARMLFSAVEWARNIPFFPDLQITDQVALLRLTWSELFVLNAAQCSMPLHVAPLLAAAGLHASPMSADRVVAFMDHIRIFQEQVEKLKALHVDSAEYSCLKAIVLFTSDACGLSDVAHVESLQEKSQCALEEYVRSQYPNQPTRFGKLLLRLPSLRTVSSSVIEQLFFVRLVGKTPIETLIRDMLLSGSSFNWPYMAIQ
# SRC2 inh: inhibition of GAL4-SRC2 driven luciferase reporter, primary screen, SRC2 inhibitor project, cell-based, luminescence. AID 651957, 2012. inhibition, % at 9 µM. Nuclear receptor coactivator 2 (Homo sapiens), Q15596. 0.17% of 370,000 active. HEK293 GAL4-SRC2 luciferase reporter;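 active = inhibition above the mean inhibition of all tested compounds plus 3 SD, set per campaign, cut at about 52% in these data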;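 note: 0% = DMSO treated cells and 100% = cells given Gossypol at 36 µM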
# KKLEB cytotox: cytotoxicity in KKLEB CF airway cells, primary screen, cytotoxicity control for CF NF-kB inhibitor project, cell-based, uHTS, fluorescence assay plates. KKLEB CF airway cells viability, ATPlite luminescence, overnight; stronger effect = lower value; cells stimulated with P. aeruginosa culture filtrate. activity change (cytotoxicity), % at 5 µM. 0.36% of 360,000 active. AID 602141, 2011;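 active = corrected activity change at or below -50% at 5 µM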
# CF NFkB block: inhibitors of PAF-induced NF-kB signaling, primary screen, cell-based, GFP fluorescence, uHTS. 0.86% of 360,000 active. KKLEB NF-kB-GFP reporter, GFP fluorescence overnight. inhibition, % at 5 µM;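 active = at least 50% inhibition at 5 µM, scaled per plate between neutral and stimulator controls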;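 note: PAF is a Pseudomonas aeruginosa culture filtrate used as stimulus; plate controls were PAF-stimulated DMSO wells for no effect and unstimulated DMSO wells for full effect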
# TROY signal inh: inhibitors of TROY-driven NF-kB signaling, primary screen, Q293 LMP1-TROYcd cells, NF-kB luciferase, uHTS. Q293 LMP1-TROYcd NF-kB luciferase reporter, 4 h. 0.98% of 360,000 active. inhibition, % at 10 µM;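 active = compounds whose plate-normalised and pattern-corrected inhibition of the luciferase reporter signal at the single screening dose is 50% or more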
# * marks the source's active call; other numbers are inactive results; / = not tested or not shown. No enrichment for hits; any-hit rate near 4.2%.
SMILES,NR5A2 inv ag,TRAIL sens C8,SRC3 inh,EBV LMP1 NFkB,NCOA1 inh,TWEAK-Fn14 inh,COUP-TFII inh,SRC2 inh,KKLEB cytotox,CF NFkB block,TROY signal inh
CC(C)Nc1nc(Cl)nc(NNC(=O)C(C)Oc2ccccc2)n1 (stereo not drawn),-4,-16,49,0,8,-11,-4,23,-24,-8,-6
CC(=O)Nc1nc(C=C(Cl)Cl)cs1,-3,4,4,-2,-16,0,4,-22,-7,5,0
Cc1ccc(-n2nc(C(=O)NN)c(C)c(C#N)c2=O)cc1Cl,-4,-11,1,-2,-40,71*,14,13,2,-14,46
COCCN(C(=O)COC(=O)c1ccccc1Nc1ccccc1)c1c(N)n(Cc2ccccc2)c(=O)[nH]c1=O,-8,-6,-2,5,6,13,-7,18,1,12,16
O=C(NCC1CCCO1)c1ccccc1 (stereo not drawn),-3,12,-2,4,2,-5,3,8,-1,7,12
O=C(CNC(=S)N(Cc1ccccc1F)C1CCCCC1)NC1CC1,-16,0,12,-1,-2,-4,-6,1,3,11,-12
CC(C)(C)NC(=O)NC(=O)CN1CCN(c2ccccc2O)CC1,5,-2,10,-6,7,9,4,-13,1,-4,2
N#CCC(=N)N1CCN(c2cccc(Cl)c2)CC1,-11,1,-2,2,4,4,12,-28,0,-2,-3
O=C(CCCC1=NS(=O)(=O)c2ccccc2N1)N1CCN(c2ccccc2)CC1,-2,6,10,2,-8,12,0,-9,-5,-3,6
Cc1ccc(S(=O)(=O)N2CCOCC2)cc1C(=O)Nc1ccncc1,-10,-3,12,-1,-17,3,-6,-16,-12,1,2
O=C(NN1CCOCC1)c1cc(-c2ccc(Cl)c(Cl)c2)nc2ccccc12,17,14,17,-3,-10,-3,8,6,-2,-20,-17
COc1ccc(C(=O)N2c3ccccc3C(=O)OC2c2ccc3c(c2)OCO3)cc1 (stereo not drawn),-92,47,-46,-9,-49,-9,-40,-30,-9,-5,-10
CCn1c(SCC(=O)NNC(=O)c2ccc(OC)cc2)nnc1-c1ccco1,-6,-5,7,-6,-13,-16,13,-16,17,-5,-21
O=C(NCCC(=O)N1CCN(c2cccc(Cl)c2)CC1)c1ccc(Br)cc1,-13,0,-10,-7,9,11,15,-18,4,-2,-5
COc1ccc(C(=O)NC2CC2)cc1OC1CCN(Cc2cnn(C)c2C)CC1,3,-2,12,-1,8,-16,17,6,-3,27,-13
CCc1nc2c(OCCc3cccc(OC)c3)cccn2c1N(C)C(=O)c1ccc(OC)cc1,10,1,9,/,-17,3,3,-14,-11,-3,-16
Cc1ccccc1CC(=O)NCC1CCCCC1,-8,11,-7,-13,-7,-14,-11,-31,-1,-14,7
COC(=O)c1c(NC(=O)C2Cc3ccccc3C(=O)O2)sc2c1CCCC2 (stereo not drawn),5,5,6,11,-8,-19,-4,-24,-9,7,-17
CNC(=O)/C(C#N)=C/c1ccc(-c2ccccc2[N+](=O)[O-])o1,-22,4,-5,-3,-13,-6,-28,-31,9,-15,-37
Cn1c(=O)cc(Nc2ccccc2)c2c(=O)n(-c3ccccc3)c(=O)n(-c3ccccc3)c21,16,-20,13,-3,7,-4,3,-2,1,0,13
O=C1CCC(C(=O)N2CCCC2)CN1CCc1cccc(F)c1 (stereo not drawn),22,-1,-1,3,-2,-8,22,-3,-4,12,18
Cc1ccc(C)c(NC(=O)COc2coc(CN3CCc4ccccc43)cc2=O)c1,15,-1,8,14,-8,35,13,12,3,1,17
O=C(Nc1ccccc1)c1c(F)c(F)c(F)c(F)c1F,-8,-6,-11,-3,-2,-6,-3,6,-8,6,-4
C/C(=N\NC(=O)COc1cc(C)cc(C)c1)c1ccc(N2CCOCC2)cc1,1,1,15,0,-7,-5,5,3,9,-3,-11
CCn1ncc(Br)c1C(=O)Nc1c(C)nn(Cc2c(F)c(F)c(F)c(F)c2F)c1C,-31,-8,1,-5,7,9,22,-10,12,-10,-12
Cc1ccc(S(=O)(=O)N2CCOCC2)c(C)c1-n1cnnn1,-20,9,4,4,-2,19,10,13,7,-4,-5
CCCn1c(SCC(=O)NC(C)c2ccccc2)n[nH]c1=O (stereo not drawn),-2,9,-9,11,12,-12,7,10,0,9,-2
CC(C)c1nnc(NC(=O)C2c3ccccc3Oc3ccccc32)s1,-5,1,5,9,-21,-14,2,-20,0,-8,31
O=C(N/N=C1\CCSC1)c1cc(Cl)ccc1O,-23,-7,-2,-10,-19,-4,-2,-26,4,-1,11
CC(=O)Nc1cccc(NC(=O)c2cccc(OCc3ccccc3)c2)c1,9,3,-7,12,10,5,19,6,-4,-8,16
Cc1cccc(-n2ncc3c2CCCC3NC(=O)CCCN2CCCCC2=O)c1C (stereo not drawn),22,-16,8,-8,9,12,/,/,-4,-4,-10
CCOC(=O)c1cc2c(=O)n3ccccc3nc2n(CCOC)c1=NC(=O)c1c(-c2c(F)cccc2Cl)noc1C,-4,4,-1,-21,-35,15,7,-1,-8,-30,4
CSc1cccc(NC(=O)C2CCN(S(C)(=O)=O)CC2)c1,-27,12,6,-3,-5,4,-3,6,6,2,-13
COc1ccc(CCNC(=O)COC(=O)c2cc(Cl)nc(Cl)c2)cc1,51,-3,0,-9,-9,-10,11,1,12,49,-11
CC(=O)c1c(C)[nH]c(C(=O)NCCc2ccccc2)c1C,-117,13,-72,-6,-97,30,-56,-64,5,-20,-18
C=CC[C@@H](CC(=O)N(CCO)Cc1ccccc1)C(=O)N[C@H](COC(=O)[C@@H](CC=C)CC(=O)OC(C)(C)C)c1ccccc1,22,-4,-11,1,7,-4,-3,-6,-12,-9,-4
CC(=O)c1ccc(NC(=O)CSc2nnc(-c3ccco3)o2)cc1,-15,-6,-11,-13,-16,-9,-2,-39,6,-2,-9
Cc1ccc(C)c(-c2ccc(=O)n(Cc3ccc(F)cc3Cl)n2)c1,7,4,-1,-3,-43,-5,25,-13,-8,32,-5
Cc1cccc(/C=N\NC(=O)c2sccc2-n2cccc2)c1,-46,-27,6,3,-15,-46,-10,-29,-8,11,-15
CCOC(=O)c1cc(-c2cccc([N+](=O)[O-])c2)on1,7,1,6,1,1,15,-5,2,-12,-3,-6
CC(=O)Nc1cc(C(=O)O)ccc1S(=O)(=O)c1ccc(C)cc1,4,-6,-21,-5,-6,4,6,-25,-23,2,15
COC(=O)Nc1nnc(COc2cccc(C)c2)s1,-22,-1,2,-7,-19,3,-4,6,4,14,-2
Cc1cc(C)c(NC(=O)CS(=O)CC(=O)N2CCN(c3ccccc3)CC2)c(C)c1 (stereo not drawn),25,10,12,-4,19,6,-6,-12,2,12,0
CSCCC(NC(=O)c1ccc([N+](=O)[O-])cc1Cl)C(=O)OC(C)C(=O)NCc1ccco1 (stereo not drawn),3,4,5,-8,1,2,-4,-10,10,-12,9
CC(NC(=O)CSc1ncn[nH]1)c1ccc(Cl)cc1Cl (stereo not drawn),0,-13,19,-3,3,11,-14,18,1,17,-14
Cc1ccc(S(=O)(=O)/N=C2/NC(=O)/C(=C\c3cc(Br)cc(Br)c3O)S2)cc1,-10,3,10,1,7,-50,/,/,4,-112,38
COc1cc(Cl)ccc1OCc1cc(C(=O)N2C[C@H]3CC[C@H]2C3)no1,-137,-3,-62,-34,-63,-1,-15,-27,-1,0,-22
CC1CN(S(=O)(=O)c2ccccc2)C(C)N1C(=O)N1CCOCC1 (stereo not drawn),7,-6,11,3,-5,0,3,-15,-4,2,-2
COc1cccc2c1OC[C@@H](CO)[C@H]2N(C)C(=O)Nc1ccccc1,-17,15,-3,2,7,-17,/,/,1,-3,8
O=C(COC(=O)c1ccccc1[N+](=O)[O-])Nc1nnc(-c2ccccc2)o1,-12,-1,-19,-1,-24,-30,6,-4,-1,-4,-8
CN(C)CCN(C(=O)C1CCCCC1)c1nc2cc3c(cc2s1)OCCO3,-41,-9,-17,-11,-31,-20,-11,-47,-1,24,-37
O=C(CCNS(=O)(=O)c1ccc(Cl)cc1)N1CCN(c2ncccn2)CC1,7,-9,-8,4,-10,0,-7,-9,16,-11,4
Cc1cccc2cc(CN(Cc3cccs3)C3(c4nnnn4C4CCCC4)CCCC3)c(=O)[nH]c12,0,19,15,11,0,15,5,2,-19,24,5
Cc1cccc(C(=O)NCCCNC(=O)c2ccccn2)c1,5,-11,3,2,-1,-17,12,-12,-12,10,-1
CC(C)C(c1nnnn1CC1CCCO1)N1CCN(C2CCCC2)CC1 (stereo not drawn),-3,-15,13,0,6,-12,19,-23,1,4,16
Cc1cc(NC(=O)CN2CCCCC2C)no1 (stereo not drawn),-10,1,7,2,-23,3,-25,-4,2,0,1
Cc1ccc(C)c2c(SC(C)C(=O)NCc3ccco3)nc(-c3ccccc3)nc12 (stereo not drawn),20,-8,1,1,-22,-46,-6,9,-7,4,-1
COc1ccc(S(=O)(=O)N2CCOCC2)cc1C(=O)Nc1cccc(C(=O)NC2CC2)c1,-20,23,3,-8,-17,1,8,19,1,-18,-5
CC1=CC(=O)C(C(C)C)=C/C1=N/OC(=O)c1cccc([N+](=O)[O-])c1,26,19,17,-4,1,43,17,27,10,10,14
O=C1CCC/C1=C\c1ccccc1,3,-1,6,-3,-4,10,6,-20,2,2,-18

# Retrieved by compound from above, two records:
SMILES,NR5A2 inv ag,TRAIL sens C8,SRC3 inh,EBV LMP1 NFkB,NCOA1 inh,TWEAK-Fn14 inh,COUP-TFII inh,SRC2 inh,KKLEB cytotox,CF NFkB block,TROY signal inh
CC(=O)Nc1nc(C=C(Cl)Cl)cs1,-3,4,4,-2,-16,0,4,-22,-7,5,0
O=C(CNC(=S)N(Cc1ccccc1F)C1CCCCC1)NC1CC1,-16,0,12,-1,-2,-4,-6,1,3,11,-12

# Remaining list, next part
SMILES,NR5A2 inv ag,TRAIL sens C8,SRC3 inh,EBV LMP1 NFkB,NCOA1 inh,TWEAK-Fn14 inh,COUP-TFII inh,SRC2 inh,KKLEB cytotox,CF NFkB block,TROY signal inh
COC(=O)C1=NN(C(C)=O)C2(CC(=O)N(c3cc(C)cc(C)c3)C2=O)C1 (stereo not drawn),16,3,3,-6,-3,15,0,-13,-13,5,-8
O=C1C2C3c4ccccc4C(c4ccccc43)[C@@H]2C(=O)N1c1ccccn1 (stereo partly drawn),-5,8,-6,4,1,1,-9,15,5,-8,-12
O=C(O)c1ccc(N2CCCCC2)cc1,0,-15,-14,5,-16,-7,9,-11,4,-43,-3
COc1ccc(C(=O)NNC(=O)CSc2nnc(COc3ccccc3OC)n2C)cc1,0,1,28,-12,-5,10,-7,-10,-2,-6,-3
